# Mdm2 ligase inh – blocks human Mdm2 ubiquitin ligase activity; Q00987; cell-based MDM2 ubiquitination luciferase reporter, 2 h; 0 = plate control, 100 = twice control, blank-subtracted; signal enhancement, % at 5 µM; actives 0.11% (n = 210,000); AID 1230;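 active = signal enhancement of 30% or more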;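 also: luminescence tracks abundance of the self-degrading MDM2-luciferase fusion protein; higher signal means inhibition of MDM2 E3 ligase activity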
#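 system = mammalian cells stably expressing self-ubiquitinating, self-degrading MDM2 E3–luciferase fusion | quantity = 2000 cells per well seeded | incubation = 4 h cell settling then 2 h compound exposure, 37 °C | signal = SteadyLite luminescence, 15 min reagent step | benchmarks = plate control and blank wells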
# eIF4E 4G PPI – inhibitors of eIF4E and eIF4G interaction in translation initiation; P63073+Q04637; TR-FRET eIF4E-eIF4GI(517-606) binding, 2 h; inhibition, % at 21.7 µM; actives 0.37% (n = 220,000); AID 782;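 active = inhibition above about 30%, limit read from the data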;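 also: 0% = full FRET control wells and 100% = background wells lacking eIF4GI fragment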
# hK5 inh – blocks human kallikrein 5 protease activity | actives 0.59% (n = 210,000) | AID 873 | Q9Y337 | recombinant hK5, fluorogenic AMC substrate cleavage | inhibition, % at 5 µM;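 active = inhibition of 40% or more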;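 also: 0% = enzyme controls without compound and 100% = no-enzyme blanks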
# FXIIa inh – inhibitors of human coagulation factor XIIa; P00748; purified FXIIa, Boc-QGR-AMC fluorogenic substrate, 2 h; inhibition, % at 5 µM; actives 0.3% (n = 220,000); in the data active = inhibition above about 40%;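 also: 0% = enzyme with no compound and 100% = blank without enzyme; many of its hits are not listed in these tables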
# 14-3-3 Bad inh – disrupts binding of bovine 14-3-3 zeta to phospho-Bad peptide; P63103; AID 781; TR-FRET 14-3-3zeta/Dy647-pBad peptide displacement, 1 h; inhibition, % at 21.7 µM; actives 0.71% (n = 220,000);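 active = inhibition above about 70%, limit read from the data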;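 also: 0% = full 14-3-3 plus peptide FRET controls and 100% = background without 14-3-3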
# Target sequence (P63103 whole entry, looked up): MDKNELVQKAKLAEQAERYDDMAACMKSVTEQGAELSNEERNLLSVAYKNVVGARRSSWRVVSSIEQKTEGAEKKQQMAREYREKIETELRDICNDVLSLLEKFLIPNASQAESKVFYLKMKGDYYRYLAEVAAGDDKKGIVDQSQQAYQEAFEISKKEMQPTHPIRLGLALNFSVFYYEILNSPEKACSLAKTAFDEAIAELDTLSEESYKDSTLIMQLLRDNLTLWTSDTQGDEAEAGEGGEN
# Rad51 HR inh – blocks human Rad51 in homologous recombination. hRad51 DNA strand exchange, fluorescence dequenching. inhibition, % at 10 µM. actives 0.085% (n = 200,000). AID 1385;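 active = inhibition above 40% at the single screening dose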;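 also: 0% = DMSO control wells and 100% = blanks with heterologous ssDNA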
#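 Material: Human Rad51 nucleoprotein filaments preassembled on unlabelled ssDNA | Also added: Labelled 47-mer dsDNA for strand exchange | Dosing: Single dose, 10 µM final compound | Schedule: 30-min compound preincubation and 15-min exchange, both room temperature | Technique: Fluorescence dequenching at 485/520 nm | Measure: Percent inhibition relative to plate controls and blanks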
# p97 inhibitor – inhibitors of human p97 ATPase | P55072 | recombinant p97 ATPase, Kinase-Glo ATP luminescence, 3 h | inhibition, % at 8 µM | actives 0.42% (n = 220,000) | AID 1481; in the data active = inhibition above about 15%;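 also: 0% = DMSO vehicle and 100% = wells lacking enzyme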
# Wee1 degr inh – human Wee1 degradation inhibition, primary screen. actives 1.2% (n = 220,000). reporter increase, % at 5 µM. HeLa Luc-Wee1K328M stability, luciferase luminescence; 100% = proteasome inhibitor MG132 effect. AID 1321. P30291;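 active = activation above the mean of all tested compounds plus 3 SD, set per screening run, cut at about 8.8% in these data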;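 also: cells exposed to compound for 20 h before luminescence read; 0% = DMSO alone and 100% = MG132 at 30 µM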
# Target sequence (P30291 whole entry K328M): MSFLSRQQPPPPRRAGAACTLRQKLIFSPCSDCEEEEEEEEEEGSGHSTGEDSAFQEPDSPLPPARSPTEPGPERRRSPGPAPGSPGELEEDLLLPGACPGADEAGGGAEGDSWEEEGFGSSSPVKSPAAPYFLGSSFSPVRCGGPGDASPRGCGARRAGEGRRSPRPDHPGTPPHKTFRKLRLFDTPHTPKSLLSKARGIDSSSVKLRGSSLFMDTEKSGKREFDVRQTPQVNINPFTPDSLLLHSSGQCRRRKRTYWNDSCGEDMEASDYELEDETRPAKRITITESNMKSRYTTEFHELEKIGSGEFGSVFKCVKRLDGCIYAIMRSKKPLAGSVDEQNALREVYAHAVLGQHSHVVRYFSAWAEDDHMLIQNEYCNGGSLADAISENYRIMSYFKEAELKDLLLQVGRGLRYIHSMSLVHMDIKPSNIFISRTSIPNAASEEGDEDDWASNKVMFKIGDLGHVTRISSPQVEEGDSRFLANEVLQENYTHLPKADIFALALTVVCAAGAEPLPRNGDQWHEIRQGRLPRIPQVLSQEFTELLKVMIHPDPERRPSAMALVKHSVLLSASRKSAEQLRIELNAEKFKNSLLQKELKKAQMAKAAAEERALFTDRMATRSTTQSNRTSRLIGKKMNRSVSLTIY
# FXIa inh 1536 – inhibitors of human coagulation factor XIa. inhibition, % at 5 µM. AID 798. actives 0.14% (n = 220,000). purified FXIa, Boc-Glu-Ala-Arg-AMC fluorogenic substrate. P03951;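 active = inhibition of at least 40%; inactive = inhibition below 40%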;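 also: fluorescence of freed AMC excited at 355 nm; 0% = enzyme without compound and 100% = no enzyme blank; many of its hits are not listed in these tables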
# An asterisk follows results filed as active; nt = no result given; & = joins results of further samples; [ ] = dose if it differs, or a comment.
no.	SMILES	Mdm2 ligase inh	eIF4E 4G PPI	hK5 inh	FXIIa inh	14-3-3 Bad inh
1	NC(=O)CC(NC(=O)Cc1ccc(Br)cc1)c1ccc(NCC2CC2)c([N+](=O)[O-])c1 (configuration not stated)	-20	1	11	11	5
2	COc1ccc(NC(=O)c2[nH]c(C)c(C(C)=O)c2C)cc1Cl	-13	-1	-1	15	1
3	COCCN(CC(=O)NCc1ccccc1)C(=O)CCC(=O)Nc1ccccn1	-4	2[fluorescence artefact?]	-3	13	3
4	CC(Nc1n[nH]c(=S)[nH]c1=O)C(=O)OCc1ccccc1 (configuration not stated)	-7	4	14	5	-13
5	CCOC(=O)N1CCN(S(=O)(=O)c2ccc3c(c2)CCN3C(=O)C2CCC2)CC1	-20	-3	12	6	-2[fluorescence artefact?]
6	COc1ccc(-c2nnn(CC(=O)N(CCO)C(C(=O)NC3CCCC3)c3ccc(F)cc3)n2)cc1 (configuration not stated)	-10	2	-21	16	-1
7	COC(=O)c1ccccc1NC(=O)c1nc2nc(C)cc(C)n2n1	-11	-3	4	12	-3
8	CCc1c(C)nc2ncnn2c1N1CCCC(C(=O)NCc2cccs2)C1 (configuration not stated)	-8	-3	4	12	-21
9	COC(=O)C1=C(C)NC(=O)NC1c1ccsc1 (configuration not stated)	0	2	-4	9	-3
10	CC(C)Oc1ccc(/C(O)=C2/C(=O)C(=O)N(CCN3CCOCC3)C2c2ccccc2)cc1 (configuration not stated)	5	-3	1	-8	5

no.	Rad51 HR inh	p97 inhibitor	Wee1 degr inh	FXIa inh 1536
1	0	nt	nt	8
2	-6	-1	-1	-1
3	5	-6	-1	7
4	-3	10	-2	-12
5	0	3	-4	2
6	0	3	6	8
7	13	0	0	4
8	-1	7	2	5
9	nt	1	3	8
10	-10	4	0	-6

# Among those listed so far, 6 contain four or more nitrogen atoms:
no.	SMILES	Mdm2 ligase inh	eIF4E 4G PPI	hK5 inh	FXIIa inh	14-3-3 Bad inh
1	NC(=O)CC(NC(=O)Cc1ccc(Br)cc1)c1ccc(NCC2CC2)c([N+](=O)[O-])c1 (configuration not stated)	-20	1	11	11	5
3	COCCN(CC(=O)NCc1ccccc1)C(=O)CCC(=O)Nc1ccccn1	-4	2[fluorescence artefact?]	-3	13	3
4	CC(Nc1n[nH]c(=S)[nH]c1=O)C(=O)OCc1ccccc1 (configuration not stated)	-7	4	14	5	-13
6	COc1ccc(-c2nnn(CC(=O)N(CCO)C(C(=O)NC3CCCC3)c3ccc(F)cc3)n2)cc1 (configuration not stated)	-10	2	-21	16	-1
7	COC(=O)c1ccccc1NC(=O)c1nc2nc(C)cc(C)n2n1	-11	-3	4	12	-3
8	CCc1c(C)nc2ncnn2c1N1CCCC(C(=O)NCc2cccs2)C1 (configuration not stated)	-8	-3	4	12	-21

no.	Rad51 HR inh	p97 inhibitor	Wee1 degr inh	FXIa inh 1536
1	0	nt	nt	8
3	5	-6	-1	7
4	-3	10	-2	-12
6	0	3	6	8
7	13	0	0	4
8	-1	7	2	5

# Back to the main list, starting three compounds before the break.
no.	SMILES	Mdm2 ligase inh	eIF4E 4G PPI	hK5 inh	FXIIa inh	14-3-3 Bad inh
8	CCc1c(C)nc2ncnn2c1N1CCCC(C(=O)NCc2cccs2)C1 (configuration not stated)	-8	-3	4	12	-21
9	COC(=O)C1=C(C)NC(=O)NC1c1ccsc1 (configuration not stated)	0	2	-4	9	-3
10	CC(C)Oc1ccc(/C(O)=C2/C(=O)C(=O)N(CCN3CCOCC3)C2c2ccccc2)cc1 (configuration not stated)	5	-3	1	-8	5
11	CCn1nc(NC(=O)c2cccnc2)c2cc3cccc(C)c3nc21	-12	-8	0	-8	-5
12	CN(C)CCCN(C(=O)COc1ccccc1)c1nc2c(F)cccc2s1	4	0	-9	8	-15
13	Cc1cccc2cc(CN(CC3CCCO3)C(=O)c3ccco3)c3nnnn3c12 (configuration not stated)	-11	-1	0	1	-3
14	CCOc1ccc(CCNC(=O)COC(=O)c2ccccc2O)cc1OCC	-8	-3	-3	6	-1
15	COc1ccc(C)cc1NC(=O)C(Sc1nnc(Nc2cc(C)ccc2OC)s1)c1ccccc1 (configuration not stated)	0	-7	-8	3	-11[fluorescence artefact?]
16	CSc1ncc(Cl)c(C(=O)C(C#N)c2nc3c(C)cc(C)cc3c(=O)[nH]2)n1 (configuration not stated)	-23	6	11	11	25
17	CNC(=O)COC(=O)c1cc(=O)[nH]c2ccccc12	-17	4	-5	13	11
18	O=S(=O)(c1ccc(Cl)cc1)c1snnc1-c1ccccc1	-15	1	0	15	6[fluorescence artefact?]
19	Cc1ccc(-c2nc(CS(=O)CC(=O)NCc3ccc(Cl)cc3)c(C)o2)cc1 (configuration not stated)	-12	-3	-5	10	-2
20	Cc1nc(CNC(=O)c2cc(COc3c(F)cccc3F)on2)cs1	-4	5	2	4	0

no.	Rad51 HR inh	p97 inhibitor	Wee1 degr inh	FXIa inh 1536
8	-1	7	2	5
9	nt	1	3	8
10	-10	4	0	-6
11	-5	-3	-3	0
12	5	-1	-1	-3
13	10	3	0	-7
14	-3	-4	1	-9
15	nt	-3	3	-6
16	15	-1	0	11
17	-2	1	2	5
18	0	16*	0	6
19	7	-10	2	7
20	-3	6	4	0

# Continuation.
no.	SMILES	Mdm2 ligase inh	eIF4E 4G PPI	hK5 inh	FXIIa inh	14-3-3 Bad inh
21	O=C(NNC1OC(CO)C(O)C(O)C1O)c1cccnc1 (configuration not stated)	0	0	0	6	-7
22	CC(C)Oc1ccc(N2CC(C(=O)Nc3ccccc3F)CC2=O)cc1 (configuration not stated)	-16	4	-10	7	0
23	O=C(c1cccnc1)N1CCN(C(=O)c2cccs2)CC1	-9	-11[fluorescence artefact?]	-3	14	-8[fluorescence artefact?]
24	Cc1cnc(C(=O)OCC(=O)N(C(C)C)C(C)C)cn1	-14	-6	1	18	0
25	Cc1ccc(NC(=O)C2CCCN2S(=O)(=O)c2ccc3c(c2)n(C)c(=O)c(=O)n3C)cc1C (configuration not stated)	nt	-1	-14	3	-3[fluorescence artefact?]
26	COc1cccc(OCc2nc3ncc(Br)cc3[nH]2)c1	-12	nt	-2	11	nt
27	Cn1c(SCC(=O)c2cc3ccccc3o2)nnc1-c1ccccc1	-14	1	-7	18	9[fluorescence artefact?]
28	COc1ccc(CC(=O)NCC(=O)N/N=C(/C)c2ccco2)cc1	0	3	-21	2	-22
29	CCCCCCCn1c(NC(=O)CC)nc2ccccc21	-1	2	-9	9	10
30	O=C(O)c1ccc(Nc2nc(-c3ccccc3)c3ccccc3n2)cc1	-9	1	-4	3	-1

no.	Rad51 HR inh	p97 inhibitor	Wee1 degr inh	FXIa inh 1536
21	4	6	-1	6
22	10	0	-2	-11
23	11	-1	-1	-1
24	12	2	-1	16
25	nt	4	2	-4
26	3	3	4	1
27	0	0	-3	4
28	11	3	3	-7
29	nt	-5	-1	4
30	0	6	3	-2

# The list continues:
no.	SMILES	Mdm2 ligase inh	eIF4E 4G PPI	hK5 inh	FXIIa inh	14-3-3 Bad inh
31	Cc1ccc(S(=O)(=O)NCC(c2ccccc2)N2CCCCC2)cc1 (configuration not stated)	-14	1	1	6	0
32	COc1ccc(-n2c(=S)[nH]c3cc(C(=O)NCc4ccco4)ccc3c2=O)cc1OC	-9&4	2&-8	2&-5	17&-3	6&-7
33	O=C1C2CCCN2C(c2ccccc2F)N1c1ccc(F)cc1 (configuration not stated)	-6	6	-25	7	3[fluorescence artefact?]
34	O=C(c1cccc2ccccc12)C1CCCN(C(=O)CCc2cnccn2)C1 (configuration not stated)	-2	1	1	3	-13
35	Cc1cccc(C(=O)NC2CCN(C(=O)N3CCOCC3)CC2)c1	-30	-8	-1	-6	1
36	CCN(CC)c1ccc(CN2CCC(C(=O)NCc3ccc(C)cc3)CC2)cc1	13	1	-3	2	3
37	CC(C)CC1C(C#N)=C(N)Oc2n[nH]c(-c3ccccc3)c21 (configuration not stated)	-7	2	-11	13	-4
38	CCOC(=O)c1ccccc1NC(=O)c1cc2sccc2n1C	-28	0	3	-11	-10
39	Cc1ccc(-c2nn(-c3cccc(F)c3)cc2CNCc2cccnc2)o1	-8	-3	nt	11	-4
40	O=C(O)CN1CCNCC1	0	4	-11	12	8

no.	Rad51 HR inh	p97 inhibitor	Wee1 degr inh	FXIa inh 1536
31	18	4	-3	4
32	-3&9	4&3	-1&3	10&-6
33	-7	0	1	1
34	7	4	-2	-3
35	-7	-5	-2	-4
36	3	2	-2	-5
37	-12	0	2	6
38	-6	5	-1	-9
39	5	-1	-2	2
40	2	-4	2	-1

# Following part:
no.	SMILES	Mdm2 ligase inh	eIF4E 4G PPI	hK5 inh	FXIIa inh	14-3-3 Bad inh
41	Cc1cc(Cl)ccc1N(CC(=O)NCCSCc1ccco1)S(C)(=O)=O	-9	2	4	10	-5
42	CCc1ccn2cc(-c3cc(-c4ccccc4)no3)nc2c1	-88	4	-2	17	5
43	CCNc1nc(NCC)nc(SCCOC(=O)Nc2ccccc2)n1	-3	-4	-9	15	1[fluorescence artefact?]
44	COC(=O)c1ccc(Oc2nc(N3CCCCC3)nc(N3CCOCC3)n2)cc1	2	3	-8	-2	4
45	CC(=O)c1cccc(NC(=O)CSc2nnc(-c3cccnc3)o2)c1	4	2	-11	14	-10
46	O=C(CCN1C(=O)c2ccccc2C1=O)N1CCN(C(=O)c2ccccc2)CC1	-23	3	3	-1	7
47	COc1ccccc1NC(=O)CCS(=O)(=O)c1ccccc1	-88	1	29	24	9
48	COCCNC(=S)Nc1cc(OC)c(OC)cc1C#N	-17	2	-23	-2	0
49	Cc1c(CCOC(=O)c2cc([N+](=O)[O-])cc([N+](=O)[O-])c2)sc[n+]1CC(=O)c1ccc(Br)cc1	-19	-4	20	15	4
50	CCn1c(SCC(=O)N(C(C)C)C(C)C)nnc1-c1cc2ccccc2cc1O	0	13	-1	4	7

no.	Rad51 HR inh	p97 inhibitor	Wee1 degr inh	FXIa inh 1536
41	-3	-3	0	5
42	10	-3	-4	5
43	14	3	0	6
44	0	4	-3	0
45	0	0	-1	7
46	6	-4	-2	2
47	-8	-5	3	31
48	3	2	-3	-3
49	1	-6	-2	8
50	-2	-6	5	-6

# (continued)
no.	SMILES	Mdm2 ligase inh	eIF4E 4G PPI	hK5 inh	FXIIa inh	14-3-3 Bad inh
51	CC(Cc1ccccc1)C(=O)Nc1ccccc1 (configuration not stated)	nt	1	-5	6	8
52	Cn1nnc(NC(=O)c2ccc3ccccc3c2)n1	7	2	-7	14	-10
53	COCC(=O)Nc1ccccc1Br	2	-3	-19	11	-26[fluorescence artefact?]
54	CC(Sc1nnc(C(F)(F)F)n1C)C(=O)NC(N)=O (configuration not stated)	-2	3	-2	7	-8
55	O=C(NN1C(=O)c2ccccc2NC1c1ccccn1)c1ccccc1 (configuration not stated)	-22	-1	-7	0	7
56	CCOc1ccccc1NC(=O)CN1C(=O)COc2ccc(Cl)cc21	-27	1	43*	19	-2[fluorescence artefact?]

no.	Rad51 HR inh	p97 inhibitor	Wee1 degr inh	FXIa inh 1536
51	-1	-2	6	9
52	7	-4	4	7
53	2	6	1	4
54	-2	4	-1	-4
55	nt	-2	2	-9
56	12	-9	0	17
